# Compound activity deposited in PubChem by several laboratories.
# OXTR ag – human OXTR agonism | P30559 | CHO-OTR cells, Fluo-8 calcium fluorescence; normalized: DMSO 0%, oxytocin 100% | activation, % at 3 µM | hit rate 0.32% among 320,000 | AID 2435;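 active = activation above the mean of all tested compounds plus 3 SD, cutoff set per screening run, cut at about 20% in these data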;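 also: peak over basal fluorescence ratio from a 100 s FLIPR kinetic read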
# NALP1 yeast inh – inhibitors of NALP1 inflammasome in yeast; S. cerevisiae NALP1/ASC/caspase-1 growth, X-gal OD620, 72 h; inhibition, % at 10 µM; hit rate 0.61% among 280,000; in the data active = inhibition mostly above about 24%, no sharp cut-off; inactive = mostly below about 32%; also: some compounds called inactive have numbers as strong as hits
# V1aR counter – activates human V1a receptor in oxytocin agonist counter-screen | P37288 | CHO-V1R cells, Fluo-8 calcium fluorescence, agonist mode; 0% DMSO, 100% 3 nM vasopressin | activation, % at 3 µM | hit rate 0.25% among 320,000 | AID 2797;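 active = activation above the mean activation of all tested compounds plus 3 SD, per screening run, cut at about 20% in these data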;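 also: signal is peak over basal fluorescence ratio across a 100 second FLIPR read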
# MEKK3 PB1 HTS – modulators (inhibitors or enhancers) of MEK5 binding to human MEKK3 PB1 domain. hit rate 1.4% among 290,000. AID 1529. binding response (% of control), % at 10 µM. bead-based flow cytometry, Alexa488-MEK5 binding to MEKK3; actives lie on both sides; 0 = blocked by unlabeled MEK5, 100 = vehicle;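 active = binding response more than 3 SD above or below the average of its plate-row segment, actives on both sides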;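 also: Alexa488 bead fluorescence after subtracting the streptavidin-only scavenger bead signal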
# Target sequence (Q99759 whole entry, looked up, the tested form may be a part): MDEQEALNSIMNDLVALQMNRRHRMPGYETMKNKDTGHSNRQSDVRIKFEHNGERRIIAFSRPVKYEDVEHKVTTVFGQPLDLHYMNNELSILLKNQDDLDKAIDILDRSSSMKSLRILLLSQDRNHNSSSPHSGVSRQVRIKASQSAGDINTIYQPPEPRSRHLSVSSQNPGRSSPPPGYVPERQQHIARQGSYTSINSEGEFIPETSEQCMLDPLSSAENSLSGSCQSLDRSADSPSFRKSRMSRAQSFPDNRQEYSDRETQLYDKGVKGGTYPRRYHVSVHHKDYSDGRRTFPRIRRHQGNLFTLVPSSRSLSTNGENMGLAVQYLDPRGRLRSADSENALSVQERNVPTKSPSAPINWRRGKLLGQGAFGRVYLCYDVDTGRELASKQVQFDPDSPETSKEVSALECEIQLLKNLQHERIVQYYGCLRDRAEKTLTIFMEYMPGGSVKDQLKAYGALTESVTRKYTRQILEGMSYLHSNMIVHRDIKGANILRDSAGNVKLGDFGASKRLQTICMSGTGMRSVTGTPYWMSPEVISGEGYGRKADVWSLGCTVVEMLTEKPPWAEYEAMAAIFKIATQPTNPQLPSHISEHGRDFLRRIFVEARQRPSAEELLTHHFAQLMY
# PHOSPHO1 inh – blocks human PHOSPHO1 phosphatase activity; recombinant PHOSPHO1, absorbance phosphatase assay; AID 1565; Q8TCT1; inhibition, % at 13.3 µM; hit rate 1.1% among 290,000; in the data active = inhibition above about 60%
# MEKK2wt PB1 HTS – raises or lowers MEK5 binding to wildtype human MEKK2 PB1 domain | Q9Y2U5 | bead flow cytometry, Alexa488-MEK5 binding to MEKK2 WT; actives lie on both sides | binding response (% of control), % at 10 µM | hit rate 1.1% among 290,000; in the data active = binding response below about 67% or above about 130%
# GalR3 antagonist – antagonists of human GalR3. O60755. HEK293 GalR3-CNG cAMP membrane potential fluorescence; galR3 body fused to GalR1 C-terminus. inhibition, % at 3 µM. hit rate 0.44% among 360,000. AID 651719;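 active = inhibition above the screen-wide average plus 3 SD, cut at about 13% in these data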;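 also: forskolin and galanin both at EC90 stimulate the cells; cAMP rise reported by CNG channel membrane potential dye signal; 0% = forskolin plus galanin with DMSO and 100% = forskolin alone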
# Target sequence (O60755 1-299 limits assumed): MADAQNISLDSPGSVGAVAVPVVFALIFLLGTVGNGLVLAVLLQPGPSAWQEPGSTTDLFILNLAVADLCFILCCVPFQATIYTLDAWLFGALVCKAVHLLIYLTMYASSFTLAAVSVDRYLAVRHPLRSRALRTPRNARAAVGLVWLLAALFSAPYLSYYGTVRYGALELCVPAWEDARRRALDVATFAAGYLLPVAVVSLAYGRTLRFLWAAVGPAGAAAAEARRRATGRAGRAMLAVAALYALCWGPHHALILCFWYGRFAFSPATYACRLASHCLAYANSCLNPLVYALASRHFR
# GPR7 antagonist – blocks human GPR7 receptor signaling. P48145. GPR7-expressing cells, fluorescence antagonist assay. inhibition, % at 4.4 µM. hit rate 1.1% among 290,000; in the data active = inhibition above about 16%, passing the limit was not always enough;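 also: cells stimulated with the agonist NPW; 0% = agonist with vehicle and 100% = vehicle without agonist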
# MEKK2 mut-MEK5 – signal of MEK5 binding to mutant human MEKK2 PB1 domain; bead flow cytometry, Alexa488-MEK5 binding to MEKK2 mutant; percent response, % at 10 µM; hit rate 0.35% among 290,000; AID 1530; in the data active = percent response above about 24%, passing the limit was not always enough; also: inactives centre near 1; some results filed as inactive read as strong as hits; reference of the scale not given here
# Active calls of the source: *; x = no result given; [ ] = another dose, or the depositor's remark.
SMILES,OXTR ag,NALP1 yeast inh,V1aR counter,MEKK3 PB1 HTS,PHOSPHO1 inh,MEKK2wt PB1 HTS,GalR3 antagonist,GPR7 antagonist,MEKK2 mut-MEK5
CCOc1ccc(/C=N/NC(=O)C2CC2)c(OCC)c1,x,-1.8,x,104.0,27.4,104.0,-0.2,-11.2,3.0
CS(=O)(=O)N1CCN(c2ccccc2NC(=O)Cc2ccc(Cl)cc2)CC1,-1.0,-2.6,-0.8,2.0*[inhibitor],16.6,2.0*[inhibitor],-4.1,18.1,-69.0
CCS(=O)(=O)c1ccc(O)c(NC(=O)/C=C/c2ccccc2)c1,1.6,8.6,0.5,98.0,34.5,96.0,12.7*,7.2,-5.0
N/C(=N\OC(=O)CCCOc1ccccc1)c1cccc([N+](=O)[O-])c1,-2.0,-0.2,0.5,101.0,22.8,99.0,-3.4,-16.7,-2.0
O=C1c2ccccc2NC(c2ccccc2Cl)N1N=C1CCCCCC1 (configuration not stated),-2.6,13.7,-0.2,106.0,-4.0,110.0,1.5,-10.7,-2.0
O=S(=O)(Nc1ccccn1)c1cccc(S(=O)(=O)c2ccc(Cl)cc2)c1,7.6,3.6,5.8,102.0,-19.1,99.0,-0.1,1.1,-4.0
Cc1cc(C(=O)O)cc(S(=O)(=O)NNC(=O)c2cccs2)c1C,0.6,20.7,1.1,100.0,22.9,100.0,-8.1,-2.3,12.0
COc1ccc(-c2n[nH]c(C)c2-c2cnn(-c3ccccc3)c2)c(O)c1C,1.9,8.2,0.4,101.0,-4.1,96.0,-0.7,-17.8,-3.0
O=C(NC1CCN(C(=S)NCc2ccco2)CC1)NC12CC3CC(CC(C3)C1)C2,1.8,-0.8,-0.5,96.0,88.9*,97.0,-9.3,13.1,-2.0
CCOc1ccccc1Nc1nnc(SCC(=O)NC(Cc2c[nH]c3ccccc23)C(=O)O)s1 (configuration not stated),-0.9,23.7,-0.1,94.0,12.7,90.0,-3.4,-3.8,-8.0

# Full records from above:
# CCS(=O)(=O)c1ccc(O)c(NC(=O)/C=C/c2ccccc2)c1 as listed: OXTR ag = 1.6; NALP1 yeast inh = 8.6; V1aR counter = 0.5; MEKK3 PB1 HTS = 98.0; PHOSPHO1 inh = 34.5; MEKK2wt PB1 HTS = 96.0; GalR3 antagonist = 12.7*; GPR7 antagonist = 7.2; MEKK2 mut-MEK5 = -5.0
# CCOc1ccccc1Nc1nnc(SCC(=O)NC(Cc2c[nH]c3ccccc23)C(=O)O)s1 (configuration not stated) as listed: OXTR ag = -0.9; NALP1 yeast inh = 23.7; V1aR counter = -0.1; MEKK3 PB1 HTS = 94.0; PHOSPHO1 inh = 12.7; MEKK2wt PB1 HTS = 90.0; GalR3 antagonist = -3.4; GPR7 antagonist = -3.8; MEKK2 mut-MEK5 = -8.0

# (list continues)
SMILES,OXTR ag,NALP1 yeast inh,V1aR counter,MEKK3 PB1 HTS,PHOSPHO1 inh,MEKK2wt PB1 HTS,GalR3 antagonist,GPR7 antagonist,MEKK2 mut-MEK5
Cn1ncc(Br)c1C(=O)Nc1cccc(C(F)(F)F)c1,-2.0,x,-0.7,104.0,17.7,97.0,-7.4,-8.8,-1.0
C/C(=N/NC(=O)c1cccs1)c1ccc(N2CCOCC2)cc1,-0.3,37.5,0.9,95.0,-3.4,96.0,-4.8,-1.6,0.0
O=C(Nc1cccc2ncccc12)c1cccnc1,0.2,22.2,0.7,97.0,-13.8,103.0,-4.1,-2.0,0.0
O=[N+]([O-])c1ccc(N=NN(CCO)CCO)cc1,1.8,33.4,0.7,98.0,4.7,96.0,-4.5,-6.8,-1.0
COc1ccc(NC(=O)C(Sc2nnc(-c3ccncc3)n2-c2ccccc2C)c2ccccc2)cc1Cl (configuration not stated),-1.6,4.3,0.9,89.0,-3.5,91.0,-3.4,5.2,-4.0
CCOc1ccc(NCc2ccccc2OCc2cccc(F)c2)cc1,-2.8,28.0,-0.8,93.0,-2.9,98.0,-4.2,1.4,-3.0
O=C(COC(=O)CCCc1c[nH]c2ccccc12)Nc1ccc2c(c1)OCO2,1.6,14.1,3.9,106.0,18.8,102.0,-5.8,18.1,2.0
S=c1[nH]nc(-c2ccccn2)n1/N=C/c1cccc(Cl)c1,-0.6,1.3,0.6,68.0,11.6,57.0,-1.2,-16.4,-15.0
Cn1c(N)c(C(=O)CSc2nnnn2-c2ccccc2)c(=O)n(C)c1=O,6.8,-2.0,1.4,100.0,-3.6,98.0,-0.1,-8.7,8.0
C[C@@H]1CCC[C@]2(O[C@H](CCO)C[C@H](O)[C@H]2O)O1,-0.3,x,0.6,100.0,-30.7,106.0,-5.0,x,3.0
CC1=C(C#N)C(c2ccoc2)C(C(=O)OCc2ccccc2)=C(N)S1 (configuration not stated),-2.6,28.0,-0.2,94.0,-6.9,92.0,0.3,-2.1,-4.0
CCN1C(=O)/C(=C/c2cnn(C)c2C)SC1=S,x,-26.8,x,100.0,5.5,92.0,x,1.0,6.0
Cc1ccc(S(=O)(=O)n2c(CN3CCCC(C)C3)nc3ccccc32)cc1 (configuration not stated),-1.3,-24.5,-0.4,111.0,-5.3,110.0,-4.1,-0.2,9.0
C1=C(CCNc2ncnc3c2cnn3-c2ccccc2)CCCC1,-1.3,4.9,-0.4,109.0,-22.6,105.0,-4.2,x,12.0
CCOC(=O)CC1(NC(=O)c2cc(COc3c(F)cccc3F)on2)CCCCC1,-1.0,19.7,1.6,95.0,31.5,93.0,-3.1,-15.4,-2.0
COc1ccc(NC(=O)c2onc(C)c2Cl)cc1,0.0,x,0.7,111.0,9.0,110.0,-7.0,-3.1,15.0
O=C(NCCCN1CCCC1)c1cc2c(Cl)nc3ccccc3c2s1,1.3,10.8,0.8,103.0,-16.5,142.0*,-3.9,-11.9,17.0
O=C(C1=C[C@H](c2ccc(C(F)(F)F)cc2)C[C@H](OCCCCO)O1)N1CCN(Cc2ccc3c(c2)OCO3)CC1,10.6,-15.9,0.5,106.0,39.7,108.0,-4.7,0.9,4.0
COc1ccc(N2CCN(C(CNC(=O)C(=O)NCCCn3ccnc3)c3ccco3)CC2)cc1 (configuration not stated),-0.7,-20.0,0.4,108.0,41.7,104.0,2.6,-2.6,1.0
COC(=O)C1=C(C)NC(C)=C(C(=O)OCCN(C)Cc2ccccc2)C1c1cccc([N+](=O)[O-])c1 (configuration not stated),-1.4,15.8,-0.6,85.0,6.0,110.0,x,-3.5,5.0
CCOc1ccc(N2CC(C(=O)NCc3ccc(C)n3C)CC2=O)cc1 (configuration not stated),-0.5,-2.3,-0.1,99.0,-18.8,98.0,-2.1,-8.4,-2.0
CCOC(=O)c1c(P(=O)(N2CCOCC2)N2CCOCC2)noc1N,0.2,-0.6,-1.1,103.0,-7.5,102.0,-1.7,2.6,-1.0
CC[C@H](C)[C@@H]1NC(=O)c2cc([N+](=O)[O-])cc(I)c2SC[C@@H](C(N)=O)NC(=O)[C@H](CCCCN)NC1=O,0.5,10.0,1.1,89.0,-11.1,98.0,-3.6,-2.9,2.0
O=C(CS(=O)(=O)c1ccccc1)Nc1nc2ccccc2s1,2.7,0.8,2.6,102.0,29.2,100.0,-4.8,-9.2,2.0
COc1cc(C2C3=C(CC(C)(C)CC3=O)N(C)C(=O)N2C)cc(OC)c1OC (configuration not stated),0.2,15.8,0.2,102.0,-2.2,97.0,-4.4,-16.8,3.0
O=C1Nc2ccc(S(=O)(=O)N3CCOCC3)c3cccc1c23,0.2,-2.4,-0.1,73.0,-7.4,83.0,-6.7,-18.9,-9.0
CC1(C)COCN1S(=O)(=O)c1ccc(C(=O)Nc2nnc(-c3ccc(Cl)s3)o2)cc1,-1.3,6.9,-1.0,x,-0.9,x,x,2.6,x
Cc1cc(C)cc(NC(=O)N2CCCC2C(=O)Nc2ccc(-n3cnnn3)cc2)c1 (configuration not stated),-0.9,2.8,-0.1,105.0,25.7,106.0,3.2,-0.1,14.0
Cc1nc(C(F)(F)F)ccc1C(=O)Nc1ccc(C(F)(F)F)cn1,-3.8,20.2,-0.3,90.0,36.8,87.0,-3.2,-13.5,-3.0
Cc1ccccc1NC(=O)COC(=O)/C=C/c1cn(-c2ccccc2)nc1-c1cccnc1,0.9,27.9,2.0,103.0,-22.7,102.0,-10.7,-14.1,-1.0
Cc1ccc(N(C)S(=O)(=O)c2cccc(C(=O)Nc3nc4ccccc4[nH]3)c2)cc1,1.5,17.7,3.0,104.0,0.6,106.0,-14.1,18.2,3.0
O=C(Nc1cccnc1)c1ccc(Cl)c(S(=O)(=O)N2CCc3ccccc32)c1,6.2,0.7,7.7,90.0,42.1,89.0,-5.6,49.4*,-2.0
O=C(O)c1ccc(Cn2nnc3sc4c(c3c2=O)CCCC4)cc1,5.4,7.5,3.2,106.0,11.7,99.0,-3.0,-4.7,-4.0
Cc1ccc(Cl)cc1NS(=O)(=O)Cc1ccccc1,-0.5,0.0,3.0,104.0,19.1,104.0,-1.1,-2.6,1.0
Cc1ccc(C)c(-c2[nH]ncc2CN2CCCC(CO)(Cc3ccccc3C)C2)c1 (configuration not stated),2.5,16.8,0.9,102.0,44.0,109.0,2.2,-2.8,15.0
CC(=O)N1CCc2cc(NC(=O)c3ccc(C)cc3)ccc21,-0.6,10.8,-0.6,101.0,-27.4,103.0,-4.5,1.1,2.0
Nc1ccccc1NC1=CC(=O)CC(c2ccccc2)C1 (configuration not stated),-0.2,6.6,0.0,94.0,-9.9,82.0,x,14.2,-14.0
CCOC(=O)c1ccc(N2C(=O)Cc3ccccc3C2=O)cc1,0.0,-8.2,0.3,102.0,30.4,98.0,-7.8,-13.8,-4.0
Cc1cc(=O)oc2cc(NC(=O)C3CC(=O)N(Cc4ccccc4)C3)ccc12 (configuration not stated),0.7,-5.5,0.1,110.0,-0.5,110.0,-7.9,-2.4,9.0
CCOC(=O)N/N=C\c1ccc(-c2cc(Cl)ccc2Cl)o1,-1.8,7.5,-1.1,97.0,10.2,98.0,1.4,-14.8,-3.0
Cc1sc2c(c1C)C(=O)NC(c1cccc(O)c1)N2 (configuration not stated),5.2,1.3,2.2,100.0,100.3*,103.0,x,-11.9,3.0
COc1ccccc1CNC(=O)CCC(=O)Nc1nnc(C(C)C)s1,-0.2,-2.2,0.4,94.0,4.6,91.0,-3.7,-4.3,-5.0
COc1ccc(CCNC(=O)C2CCN(c3ccc(N4CCOCC4)nn3)CC2)c(OC)c1,-0.3,1.9,-0.8,100.0,-11.5,100.0,5.3,-6.2,-3.0
CCOc1cc2[nH]c(=S)n(CC3CCCO3)c(=O)c2cc1OCC (configuration not stated),-2.3,x,-1.4,98.0,2.9,95.0,-3.9,-7.8,-2.0
CCNC(=O)CN(c1ccc(C)cc1)S(=O)(=O)c1ccccc1,-1.3,-7.9,-0.3,99.0,2.4,108.0,2.9,-7.2,4.0
CCN=c1scc(-c2cccs2)n1/N=C/c1cc(OC)ccc1O,-0.7,x,0.6,104.0,1.4,104.0,-7.8,-12.7,-1.0
OC(COc1ccc2c(c1)OCO2)CN1CCN(c2ccccc2)CC1 (configuration not stated),1.2,12.4,0.5,101.0,44.5,108.0,3.2,-14.1,-2.0
CCc1cccc(Nc2c3c(nc4ncnn24)CCC3)c1,-0.2,0.4,0.5,93.0,34.5,95.0,-0.9,-10.2,-3.0
O=C(C1CCCO1)N1CCN(S(=O)(=O)c2cc(F)ccc2F)CC1 (configuration not stated),-0.8,9.9,1.2,99.0,33.4,99.0,-1.9,-8.1,-1.0
CCCC(=O)Nc1cc(OC)c(OC)cc1C(=O)O,1.8,10.2,0.6,105.0,-26.5,107.0,-2.8,-9.9,9.0
CCc1nc(SCc2ccc(OCC(C)C)cc2)n[nH]1,6.8,11.5,6.0,104.0,34.8,107.0,-4.0,-13.6,14.0
